Compound activity: PubChem, several laboratories
SIAH1 antagonists – blockers of Siah-1 interaction with plectin peptide – biochemical, fluorescence polarization, rhodamine-plectin, uHTS, primary screen (AID 1817); 290,000 tested, 0.02% active; Siah-1 / rhodamine-plectin peptide fluorescence polarization; higher % means a stronger effect; displacement, % at 20 µM; hits with a dose series show IC50 in µM;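 active means displacement of at least 50% at 20 µM, with a fluorescence ratio check between 0.3 and a set limit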;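 further: plate controls were Siah plus tracer with DMSO for no effect and tracer alone without Siah for full effect; strong numbers were not always called active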
AID2073 – inhibitors of Mint1-CaV2.2 protein interaction, biochemical, HTRF (AID 2073); one-dose inhibition, % at 20 µM; IC50 in µM for titrated hits; HTRF protein-protein interaction, Mint1-CaV2.2; higher % means a stronger effect; 290,000 tested, 0.19% active; in the data active means inhibition mostly above about 51%, no sharp cut-off; further: some results filed as inactive read as strong as hits
GPR35 antagonists – inhibition of zaprinast-stimulated GPR35 beta-arrestin translocation – imaging, U2OS, beta-arrestin-GFP, zaprinast agonist, primary screen (AID 2058). U2OS GPR35 beta-arrestin-GFP translocation imaging, zaprinast antagonism; higher % means a stronger effect. one-dose inhibition, % at 10 µM; IC50 in µM for titrated hits. 290,000 tested, 0.052% active;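 active means inhibition of at least 50% with at least 30 cells and total cytoplasm GFP at most 10,000,000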
HIV fusion peptide – cell-free HIV fusion peptide-binding blockers – biochemical, uHTS, fluorescence dequenching, primary screen (AID 1986); inhibition, % at 20 µM; hits with a dose series show IC50 in µM; cell-free peptide binding, fluorescence dequenching, 30 min; higher % means a stronger effect; 290,000 tested, 0.3% active; in the data active means inhibition mostly above about 52%, no sharp cut-off; inactive means mostly below about 76%; further: some results filed as inactive read as strong as hits
GPR55 activation – selective activators of receptor GPR55 – imaging, U2OS cells, beta-arrestin-GFP redistribution, primary screen (AID 1961); 290,000 tested, 0.048% active; U2OS GPR55 beta-arrestin-GFP redistribution imaging; higher % means a stronger effect; activation, % at 10 µM, or EC50 in µM where a hit was titrated;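 active means activation above 40% with more than 50 cells counted in the well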;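 further: U2OS osteosarcoma cells stably expressing GPR55 and beta-arrestin-GFP; plate controls were DMSO negative control for no effect and LPI positive control for full effect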
NTR1 agonist – NTR1-driven beta-arrestin-GFP spot formation – imaging, U2OS cells, high content, primary screen (AID 493036); P30989; 330,000 tested, 0.17% active; activation, % at 20 µM; agonist mode;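 active means activation at or above 40% of the spot to cytoplasm intensity ratio, with at least 20 cells analyzed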;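 further: 0% = DMSO without peptide and 100% = 100 nM NTR1 peptide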
Target sequence (P30989 whole entry, looked up): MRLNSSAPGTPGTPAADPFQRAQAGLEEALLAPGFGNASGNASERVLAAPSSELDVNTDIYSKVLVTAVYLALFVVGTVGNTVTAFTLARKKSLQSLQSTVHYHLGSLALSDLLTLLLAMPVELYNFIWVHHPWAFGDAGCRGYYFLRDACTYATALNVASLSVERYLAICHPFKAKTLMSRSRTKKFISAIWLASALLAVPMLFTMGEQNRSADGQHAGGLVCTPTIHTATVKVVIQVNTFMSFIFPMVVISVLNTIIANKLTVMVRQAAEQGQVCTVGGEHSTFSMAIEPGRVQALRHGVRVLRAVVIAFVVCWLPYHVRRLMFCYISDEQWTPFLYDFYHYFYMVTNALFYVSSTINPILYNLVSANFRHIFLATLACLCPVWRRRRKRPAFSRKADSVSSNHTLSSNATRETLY
Dengue-2 NS5 capping – flavivirus cap methylation enzyme inhibition – biochemical, confirmation dose response, primary screen (AID 588689). 340,000 tested, 0.3% active. inhibition, % at 25 µM, or IC50 in µM where a hit was titrated. Dengue-2 NS5 methyltransferase capping enzyme assay, biochemical; higher % means a stronger effect; in the data active means a potency from the dose series
GPR55 LPI antagonism – GPR55 antagonists blocking LPI-driven arrestin recruitment, primary screen, imaging, U2OS, beta-arrestin-GFP, LPI agonist (AID 2013). 290,000 tested, 0.13% active. U2OS GPR55 beta-arrestin-GFP translocation imaging, LPI antagonism; higher % means a stronger effect. inhibition, % at 10 µM, or IC50 in µM where a hit was titrated;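 active means spots per cell inhibited over 60%, with over 100 cells counted and total cytoplasm intensity under 500,000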;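 further: U2OS cells stably carrying GPR55 and arrestin-GFP stimulated by 5 µM LPI near EC80; imaged beta-arrestin-GFP aggregate spots per cell after agonist stimulation; plate controls were LPI-stimulated DMSO wells for no effect and DMSO wells without LPI for full effect; some results filed as inactive read as strong as hits; confirmed hits need IC50 under 10 µM and bright autofluorescent wells are also inconclusive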
UTI89 phage lysis – protection from phage-mediated lysis, alamar blue read-out – E. coli UTI89, K1F phage, bacterial capsule biogenesis inhibitors (AID 488966). E. coli UTI89 K1F phage lysis, alamar blue, 2 h; higher % means a stronger effect. inhibition, % at 100 µM, or IC50 in µM where a hit was titrated. 340,000 tested, 0.02% active;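 active means phage lysis inhibition, versus mean bacterial control, above a set limit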;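 further: capsule biogenesis inhibitors block K1F phage lysis so surviving cells raise fluorescence; higher fluorescence means more inhibition of phage lysis; actives were called in the ten point dose series up to 300 µM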
NTR1 agonist cell count 20 µM – second read-out of NTR1 agonist, no call of its own (marks repeat the call); cell count; measured here: cell count, cytotoxicity flag
Numbers without * were called inactive; / = no result given; [ ] = dose if it differs, or a comment.

| cpd | SMILES | SIAH1 antagonists | AID2073 | GPR35 antagonists | HIV fusion peptide | GPR55 activation | NTR1 agonist | NTR1 agonist cell count 20 µM | Dengue-2 NS5 capping | GPR55 LPI antagonism | UTI89 phage lysis |
| --- | --- | --- | --- | --- | --- | --- | --- | --- | --- | --- | --- |
| 1 | CCN1CCN(Cc2ccc(NC(=O)CC3Oc4ccc(C)cc4NC3=O)cc2)CC1 (configuration not stated) | -1% | -2% | 24% | -0.1% | -0.1% | -0.1 | 60 | 7% | 0% | 2.3% |
| 2 | Cn1c(SCC(=O)NC2CC2)nnc1-c1cccs1 | -4% | 8% | 9% | -0.6% | 0.0% | 0.7 | 81 | 2% | -4% | 0.0% |
| 3 | CC(C)OCCCNC(=O)Cn1ncc2c(=O)oc3ccccc3c21 | -1% | -4% | 6% | -1.7% | 0.0% | 2.2 | 69 | -2% | 11% | -0.4% |
| 4 | O=C(CNC(=O)c1ccc(Br)o1)NCCc1ccc(F)cc1 | 5% | 2% | 12% | 2.6% | -0.1% | 0.3 | 69 | -1% | 7% | -0.1% |
| 5 | CCC(=O)OCCNc1cc(SCCC(=O)OC)c2nonc2c1[N+](=O)[O-] | 0% | 12% | -17% | -1.2% | 0.2% | 5.3 | 62 | 19% | 9% | -9.3% |
| 6 | O=C(NCCCn1ccnc1)c1ccc2c(c1)OCCO2 | 0% | 2% | -5% | -0.8% | 0.4% | -1.2 | 99 | 2% | 1% | 0.5% |
| 7 | Fc1cc(Cl)c(OCc2noc(-c3ccsc3)n2)c(Cl)c1 | -3% | -7% | 12% | -1.8% | 0.0% | 3.5 | 61 | -5% | 9% | 0.9% |
| 8 | O=C(Nc1ccc2nc(-c3ccccc3)[nH]c2c1)c1cccs1 | -2% | -3% | -7% | -2.3% | 0.0% | 0.2 | 49 | -5% | 2% | -1.6% |
| 9 | Cc1onc(-c2ccccc2Cl)c1C(=O)Nc1ccccc1C(N)=O | 3% | 4% | 0% | 1.0% | -0.2% | -0.3 | 35 | -2% | -6% | 2.1% |
| 10 | CCCCCCCC#Cc1ccccc1/C=N/S(=O)c1ccc(C)cc1 (configuration not stated) | 8% | -22% | -7% | 1.2% | -0.3% | -4.0 | 84 | / | -2% | / |
| 11 | CCCCC(=O)NNC(=S)NC(=O)c1ccc(C)cc1 | 9% | 13% | -9% | 3.2% | -0.1% | 3.2 | 85 | -2% | 9% | 1.3% |
| 12 | CCOC(=O)NC(=S)c1ccc[nH]1 | 8% | -9% | 13% | 3.7% | 0.4% | 1.6 | 89 | -2% | 3% | 0.0% |
| 13 | O=C(Nc1cccc(Cl)c1)Nc1ccc2c(c1)C(=O)OC2 | 4% | -2% | -1% | -2.8% | 0.2% | -1.3 | 60 | -7% | 1% | -1.8% |
| 14 | Nc1nccc(/C=C/c2c(F)cccc2Cl)n1 | 5% | 12% | -8% | 1.5% | -0.1% | 0.6 | 70 | -7% | -9% | 0.0% |
| 15 | Cc1nc(C(C)N(C)Cc2c(C(=O)N3CCCCC3)nc3c(C)cccn23)c(C)s1 (configuration not stated) | 7% | -6% | 8% | 1.1% | -0.1% | 0.1 | 96 | -8% | 2% | 0.3% |
| 16 | C[N+]1(CC(O)c2ccccc2)CCCCCC1 (configuration not stated) | -5% | -8% | -6% | -1.1% | -0.2% | 0.0 | 50 | -4% | 8% | -0.2% |
| 17 | CC1CCCC(C)N1CC(O)COCc1ccccc1 (configuration not stated) | 1% | -6% | -11% | -0.7% | -0.2% | 1.0 | 44 | 3% | 4% | -0.3% |
| 18 | O=C(Nc1ccc(N2CCOCC2)cc1)c1cc(F)c(F)cc1Cl | 0% | -3% | 1% | -1.8% | -0.3% | -1.2 | 57 | -3% | 4% | 2.0% |
| 19 | O=c1oc2ccccc2c(Nc2ccc(Cl)cc2)c1[N+](=O)[O-] | 0% | 15% | 7% | -2.8% | -0.3% | 1.7 | 48 | 9% | -4% | 1.8% |
| 20 | COc1cccc(CN(C)C(=O)c2ccc3c(=O)n4c(nc3c2)CCC4)c1OC | 2% | 4% | -7% | 1.1% | 0.3% | -0.4 | 63 | -6% | 31% | 0.2% |
| 21 | COCCC(=O)N1CCC(Oc2ccc(C(=O)NCc3cccc(C)n3)cc2)CC1 | -1% | 7% | -4% | -0.6% | 0.0% | 0.4 | 69 | 1% | -22% | 0.0%[50 µM] |
| 22 | Cc1c(C)n(CCc2c[nH]c3ccccc23)ccc1=O | 7% | -2% | -6% | -0.1% | -0.3% | -0.8 | 48 | -9% | 7% | 0.2% |
| 23 | O=c1oc2cc(O)ccc2c2oc3cc(O)ccc3c12 | 5% | 40% | -5% | -4.1% | -0.2% | 4.3 | 63 | 6% | -8% | 3.0% |
| 24 | CCOC(=O)C(C)Oc1ccc(=O)n(-c2ccccc2)n1 (configuration not stated) | -1% | 3% | -4% | -2.0% | -0.2% | 0.0 | 85 | -6% | 0% | -1.4% |
| 25 | CCOC(=O)c1[nH]c2ccccc2c1NC(=O)CC | -2% | 12% | -2% | 27% | -0.1% | 0.7 | 47 | 3% | -5% | -1.0% |
| 26 | Cc1[nH]c2ccccc2c1NC(=O)CN1CCN(Cc2ccc3c(c2)OCO3)CC1 | 4% | -6% | 13% | 2.7% | 0.3% | / | / | / | 13% | / |
| 27 | COc1cc(SC)ccc1C(=O)OCC(=O)NC1CC1 | 4% | -2% | 4% | 0.4% | 0.1% | 4.2 | 58 | 0% | -2% | 0.3% |
| 28 | CCOc1ccc(NC(=S)NC23CC4CC(CC(C4)C2)C3)cc1 | -2% | 5% | -6% | 2.3% | -0.1% | 3.9 | 56 | -6% | 2% | 0.0% |
| 29 | O=C(CCn1cnc2ccccc2c1=O)Nc1ccc2c(c1)OCCO2 | 4% | -13% | -8% | -1.8% | -0.1% | -3.1 | 71 | -9% | -9% | -2.5% |
| 30 | CC(C)(C)C(=O)COC(=O)CNC(=O)c1ccc(Oc2ccccc2)cc1 | 0% | 0% | 23% | -1.4% | -0.1% | 0.4 | 56 | -7% | 4% | 2.1% |
| 31 | COc1ccc(C(C(C(=O)c2cccs2)N2CCOCC2)N2CCOCC2)cc1OC (configuration not stated) | 4% | -7% | 7% | 0.9% | 0.2% | 1.4 | 72 | 6% | 6% | 0.4% |
| 32 | CCOc1ccc(C(=O)Nc2cccc([N+](=O)[O-])c2)cc1Br | -1% | 4% | -12% | -1.0% | -0.2% | 3.3 | 72 | / | -14% | 5.6% |
| 33 | CCNCc1cc2cc(C)ccc2[nH]c1=O | 0% | -5% | 8% | 0.1% | 0.3% | 0.2 | 62 | -30% | -12% | 2.7% |
| 34 | COc1ccc2[nH]c(C(=O)O)c(NS(=O)(=O)c3ccc(C)cc3C)c2c1 | -3% | 12% | -16% | 15% | -0.1% | -1.3 | 64 | -9% | 0% | 0.0% |
| 35 | Cc1ccc(C2=NN3C(C(=O)c4ccccc4)Oc4ccccc4C3C2)cc1 (configuration not stated) | -1% | 8% | 10% | -0.6% | 0.1% | -2.2 | 76 | -4% | -1% | 0.6% |
| 36 | [O-][n+]1onc2c1CCc1[nH]c(-c3ccccc3)nc1-2 | -2% | 46% | 4% | -0.2% | -0.1% | -0.8 | 66 | -6% | -2% | 0.1% |
| 37 | Cc1ccc(CNC(=O)Nc2ccc3c(c2)N(C)C(=O)CS3)cc1 | -3% | 21% | 7% | 5.2% | -0.2% | 0.0 | 75 | -5% | 4% | 0.0% |
| 38 | c1coc(-c2ncc[nH]2)c1 | -4% | -10% | 6% | -2.4% | -0.3% | -0.6 | 51 | -5% | 17% | 0.5% |
| 39 | CCOC(=O)C1=C(c2ccccc2)NC(=O)NC1c1cc(Cl)c(O)c(OC)c1 (configuration not stated) | 2% | -11% | 13% | -1.4% | -0.3% | 0.0 | 39 | -7% | 6% | 0.6% |
| 40 | CCCCC(=O)Nc1ccc2c3c(cccc13)CC2 | 3% | 4% | 0% | 1.0% | -0.2% | 0.7 | 46 | -1% | 1% | 8.0% |
| 41 | Cc1ccccc1OCCC(=O)OCC(=O)N(C)c1c(N)n(Cc2ccccc2)c(=O)[nH]c1=O | 1% | 10% | -1% | 0.6% | -0.2% | 0.7 | 84 | -6% | -9% | 0.0% |
| 42 | NS(=O)(=O)c1ccc(NC(=S)Nc2ccc(F)c(F)c2)cc1 | -4% | -16% | 5% | 16% | 0.0% | 1.1 | 39 | 1% | 11% | 0.9% |
| 43 | C=CCNC(=S)N/N=C/c1ccc(C(C)(C)C)cc1 | -2% | 16% | -6% | -1.3% | -0.5% | / | / | 9% | 4% | -0.7% |
| 44 | COc1ccc(CC(=O)Nc2ccccc2C(=O)N2CCCC2)cc1 | -4% | 1% | 11% | -0.1% | -0.2% | 0.7 | 52 | 0% | 0% | 0.9%[50 µM] |
| 45 | Cc1cccc(N2CCN(C(=O)c3ccccc3NC(=O)C3CC=CCC3C(=O)O)CC2)c1 (configuration not stated) | 0% | -1% | -1% | 2.1% | -0.1% | 0.5 | 64 | / | -6% | -0.1% |

Part of the list above in order of length of the SMILES, largest number first.
| cpd | SMILES | SIAH1 antagonists | AID2073 | GPR35 antagonists | HIV fusion peptide | GPR55 activation | NTR1 agonist | NTR1 agonist cell count 20 µM | Dengue-2 NS5 capping | GPR55 LPI antagonism | UTI89 phage lysis |
| --- | --- | --- | --- | --- | --- | --- | --- | --- | --- | --- | --- |
| 45 | Cc1cccc(N2CCN(C(=O)c3ccccc3NC(=O)C3CC=CCC3C(=O)O)CC2)c1 (configuration not stated) | 0% | -1% | -1% | 2.1% | -0.1% | 0.5 | 64 | / | -6% | -0.1% |
| 26 | Cc1[nH]c2ccccc2c1NC(=O)CN1CCN(Cc2ccc3c(c2)OCO3)CC1 | 4% | -6% | 13% | 2.7% | 0.3% | / | / | / | 13% | / |
| 31 | COc1ccc(C(C(C(=O)c2cccs2)N2CCOCC2)N2CCOCC2)cc1OC (configuration not stated) | 4% | -7% | 7% | 0.9% | 0.2% | 1.4 | 72 | 6% | 6% | 0.4% |
| 32 | CCOc1ccc(C(=O)Nc2cccc([N+](=O)[O-])c2)cc1Br | -1% | 4% | -12% | -1.0% | -0.2% | 3.3 | 72 | / | -14% | 5.6% |
| 36 | [O-][n+]1onc2c1CCc1[nH]c(-c3ccccc3)nc1-2 | -2% | 46% | 4% | -0.2% | -0.1% | -0.8 | 66 | -6% | -2% | 0.1% |
| 27 | COc1cc(SC)ccc1C(=O)OCC(=O)NC1CC1 | 4% | -2% | 4% | 0.4% | 0.1% | 4.2 | 58 | 0% | -2% | 0.3% |
| 33 | CCNCc1cc2cc(C)ccc2[nH]c1=O | 0% | -5% | 8% | 0.1% | 0.3% | 0.2 | 62 | -30% | -12% | 2.7% |
| 38 | c1coc(-c2ncc[nH]2)c1 | -4% | -10% | 6% | -2.4% | -0.3% | -0.6 | 51 | -5% | 17% | 0.5% |

Compounds were not picked by outcome. Share with any hit: about 1.2%.
